NOD2 inhibition: inhibition of NOD2-driven NF-kB reporter – cell-based, luminescence, uHTS, HEK293 (AID 1566); HEK293 NOD2/NF-kB luciferase reporter, luminescence; higher % means a stronger effect; inhibition, % at 4 µM, or EC50 in µM where a hit was titrated; actives 0.63% (n = 290,000); note: many of its hits are not listed in these tables
West Nile antiviral: inhibition of WNV-induced cytopathic effect – cell-based, CPE readout (AID 1621). West Nile virus-infected cells, CPE inhibition; higher % means a stronger effect. CPE inhibition, % at 10 µM; hits with a dose series show IC50 in µM. actives 0.02% (n = 290,000); in the data active = a potency from the dose series; inconclusive = CPE inhibition mostly from about 3.7% at the one dose, without a potency; inactive = the rest, 99 in 100 with CPE inhibition below about 2.2%; note: strong numbers were not always called active
NOD1 NF-kB reporter: NOD1 signaling inhibitors, primary screen, cell-based, luminescence, uHTS (AID 1578) | actives 1% (n = 290,000) | inhibition, % at 4 µM, or EC50 in µM where a hit was titrated | NOD1-driven NF-kB luciferase reporter cells, luminescence; higher % means a stronger effect; in the data active = inhibition mostly above about 36%, no sharp cut-off; inactive = mostly below about 34%;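 note: HEK-293T reporter cells stimulated with the NOD1 agonist gamma-tri-DAP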
AID2073: disruptors of CaV2.2 binding to Mint1 – biochemical, HTRF (AID 2073); HTRF protein-protein interaction, Mint1-CaV2.2; higher % means a stronger effect; inhibition, % at 20 µM, or IC50 in µM where a hit was titrated; actives 0.19% (n = 290,000); in the data active = inhibition mostly above about 51%, no sharp cut-off; inconclusive = no clear call, values can overlap the other calls; inactive = mostly below about 53%; note: some results filed as inactive read as strong as hits
Dengue-2 NS5 capping: flavivirus cap methylation enzyme inhibition – biochemical, confirmation dose response, primary screen (AID 588689) | inhibition, % at 25 µM, or IC50 in µM where a hit was titrated | actives 0.3% (n = 340,000) | Dengue-2 NS5 methyltransferase capping enzyme assay, biochemical; higher % means a stronger effect; in the data active = a potency from the dose series; inconclusive = inhibition above about 29% without an active follow-up result
KOR beta-arrestin-1: KOR antagonists, beta-arrestin recruitment, cell-based, luminescence, uHTS (AID 1778) | KOR beta-arrestin recruitment, luminescence, antagonist mode; higher % means a stronger effect | inhibition, % at 10 µM; hits with a dose series show IC50 in µM | actives 0.091% (n = 290,000); note: strong numbers were not always called active
HIV peptide binding: cell-free HIV fusion peptide-binding blockers – biochemical, uHTS, fluorescence dequenching, primary screen (AID 1986) | cell-free peptide binding, fluorescence dequenching, 30 min; higher % means a stronger effect | inhibition, % at 20 µM; hits with a dose series show IC50 in µM | actives 0.3% (n = 290,000); in the data active = inhibition mostly above about 52%, no sharp cut-off; inactive = mostly below about 76%; note: some results filed as inactive read as strong as hits
KOR beta-arrestin-2: KOR agonists, beta-arrestin recruitment, primary screen, cell-based, luminescence, uHTS (AID 1777); actives 0.02% (n = 280,000); KOR beta-arrestin recruitment, luminescence; higher % means a stronger effect; one-dose activation, % at 10 µM; EC50 in µM for titrated hits; in the data active = activation above about 50%, passing the limit was not always enough; note: a part of the inactive calls stands beside numbers as strong as those of hits
Yfh1-off respiration: mitochondrial function rescue without frataxin homolog – Friedreich's ataxia, plus single-dose screen, dose response (AID 1465) | S. cerevisiae Yfh1-off respiration, WST-1 reduction, 72 h; higher fold induction means a stronger effect | fold induction at 50 µM, or EC50 in µM where a hit was titrated | actives 0.074% (n = 220,000);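 active = fold induction of absorbance versus untreated yeast above a set limit, then at least 30% activation at any dose in follow-up; inconclusive = repeats straddling the limit, or above it without dose testing; inactive = fold induction below the set limit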;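 note: activators that raise dye reduction in frataxin-depleted yeast; strong numbers were not always called active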
Active calls of the source: *; i = inactive; u = inconclusive; x = no result given; [ ] = dose if it differs, or a comment. Cut-off read from the data, not from the text of the source, unless noted: active = inhibition above about 50%; inactive = the rest. Only part of the results is shown; the hit share may differ from the screen's.

canonical_smiles	NOD2 inhibition	West Nile antiviral	NOD1 NF-kB reporter	AID2073	Dengue-2 NS5 capping	KOR beta-arrestin-1	HIV peptide binding	KOR beta-arrestin-2	Yfh1-off respiration
CCOc1ccc2[nH]c3c(=O)n(CCC4=CCCCC4)cnc3c2c1	13%	-0.5%	-5%	6%	-5%	x	-1.4%	24%	i
Cc1ccc(/C=N/NC(=O)c2nnn(-c3nonc3N)c2C(C)C)o1	16%	0.2%	2%	5%	0%	-10%	-1.7%	9.2%	x
COc1ccccc1/C=C/[C@@H]1C[C@H]2CN(Cc3cccc(Cl)c3)C(=O)[C@]23CCCN13	14%	-1.2%	-11%	24%	-7%	-34%[20 µM]	1.1%	x	i
COc1ccc(NC(=O)COC(=O)Cc2c[nH]c3ccccc23)cc1OC	-6%	-0.4%	-24%	-4%	-4%	-25%	-0.8%	-2.0%	i
Cn1c(=O)c2cc(S(=O)(=O)NCCC(=O)Nc3ccc(F)cc3F)ccc2n(C)c1=O	14%	-0.1%	-22%	-3%	-9%	-2%	-0.3%	-3.7%	i
CCOc1cc(C(=O)N2CCC3(CC2)NCCc2[nH]cnc23)cc(OCC)c1OCC	6%	0.2%	-22%	-3%	-3%	-40%	1.1%	-2.2%	x
COc1ccc(-c2nc3c(n2O)CCCC3=O)cc1OC	7%	0.2%	-6%	9%	-3%	15%	-0.3%	-1.0%	i
COc1ccc(NC(=O)CCC(=O)c2ccc(C(C)C)cc2)cc1	3%	0.6%	-23%	-4%	x	-30%[20 µM]	-0.2%	4.3%	x
Fc1ccc(-c2ccc(NCCN3CCOCC3)nn2)cc1	2%	u	-17%	12%	x	-22%[20 µM]	-0.6%	-5.3%	x
CC(C)C[C@@H](CO)N1CCN(C)CCC1=O	-2%	-0.1%	-20%	13%	-2%	-11%[20 µM]	-0.8%	-1.1%	x
CN1CCN(c2ccccc2NC(=O)c2cc(Br)ccc2Cl)CC1	2%	-0.6%	-27%	-3%	-6%	11%	-3.3%	-1.3%	i
CCc1sc(C(=O)NC(C)C2CCCO2)cc1Br (configuration not stated)	-2%	-0.5%	-38%	-1%	-2%	6%	1.3%	-1.2%	x
Cc1nc2ccc(S(=O)(=O)N(C)CC(=O)NCCc3ccccc3)cc2s1	15%	-1.7%	-10%	7%	4%	-8%	-0.9%	-4.5%	x
O=C(c1ccc(F)cc1)N1CCC(c2ccccc2)C1 (configuration not stated)	-64%	0.3%	-14%	14%	-2%	6%	-1.3%	-1.2%	i
Cc1ccc2nc(-c3ccc(NS(=O)(=O)c4ccc(F)cc4)cc3)sc2c1	-90%	-0.8%	-50%	15%	-10%	-53%	9.3%	7.6%	i
CCOC(=O)c1[nH]c(C=O)c(C(=O)OCC)c1C	-29%	0.0%	-37%	-3%	-13%	-200%[20 µM]	2.2%	x	i
Cc1nn2c(NCCCN3CCOCC3)c3c(nc2c1-c1ccccc1)CCC3	6%	-0.4%	-9%	4%	-2%	-45%	1.9%	-9.2%	i
CN=c1scc(-c2ccc([N+](=O)[O-])cc2)n1/N=C/c1ccco1	31%	1.8%	20%	48%	1%	21%	-3.7%	-5.2%	i
COc1ccc(C)cc1S(=O)(=O)N1CCCC(C(=O)NCc2ccccn2)C1 (configuration not stated)	-3%	-0.5%	-16%	11%	3%	38%	-0.5%	-2.2%	x
CC1=C(C#N)C(C(F)(F)F)(C(F)(F)F)N=C(c2ccco2)N1	8%	0.1%	-5%	-4%	-5%	11%	-1.1%	-0.8%	i
Cc1ccc2nc(C)cc(Nc3ccc([N+](=O)[O-])cc3)c2c1	-42%	-1.8%	-44%	10%	x	-9%	-10%	-6.5%	i
CCOc1ccc(N(CC(=O)Nc2cccc(OC)c2)S(C)(=O)=O)cc1	10%	-0.7%	30%	20%	-6%	-12%	-1.0%	2.6%	x
COC(=O)C1C(c2ccc(OC)c(OC)c2)NC(c2ccc(OC)c(OC)c2)C(C(=O)OC)S1(=O)=O (configuration not stated)	12%	-0.3%	3%	4%	1%	29%	-4.1%	-3.5%	i
Cc1ccc(S(=O)(=O)N[C@@H](Cc2ccccc2)C(=O)N2CCC[C@@H]2C(=O)O)cc1	8%	1.1%	0%	0%	0%	34%	-1.6%	-4.7%	x
C=CCN1C(=O)CSc2ccc(C(=O)NCc3ccc(F)cc3)cc21	16%	0.2%	-13%	10%	-8%	-14%	-0.5%	1.6%	x
COc1ccc2nc(NC(=O)c3cccs3)sc2c1	-190%	-0.1%	-16%	8%	x	2%	-0.3%	4.6%	i
CCO/N=C(/C)c1c(O)cc(-c2ccccc2)n(-c2ccccc2)c1=O	-7%	-0.7%	3%	3%	0%	x	-2.1%	-1.7%	i
C/C(=N\NC(=O)CNC(=O)c1cccnc1)c1cccc(O)c1	11%	-0.2%	-3%	8%	5%	16%	-0.3%	-1.7%	x
Cc1ccc(S(=O)(=O)c2nc(-c3ccco3)oc2NCC2CCCO2)cc1 (configuration not stated)	9%	0.4%	1%	-3%	-7%	-11%	0.8%	-1.6%	i
CCOc1ccc(N2C(=O)/C(=C/c3cccs3)N(C)C2=S)cc1	-1%	-0.1%	-26%	-10%	8%	x	-0.7%	21%	i
O=C(CNS(=O)(=O)c1ccc(Br)s1)N1CCC(N2CCCCC2)CC1	13%	-0.1%	9%	-19%	-6%	1%	-0.2%	0.0%	i
OCCN1CCN(CCSc2ccccc2)CC1	-20%	-0.6%	10%	4%	-8%	-11%	-0.7%	34%	i
O=C(NCc1ccccc1)c1ccccc1OCC(=O)N1CCCCC1	13%	0.5%	-6%	-4%	-4%	-4%	-2.7%	-3.3%	i
Cc1nc(N2CCN(c3ccccn3)CC2)c2c(C)c(C(=O)Nc3ccc(Cl)cc3)sc2n1	16%	0.0%	-14%	44%	0%	-10%	0.0%	7.0%	x
COc1cccc(C(=O)NN2CC(O)=C(c3nc(C)cs3)C2=N)c1	9%	-0.1%	-2%	8%	5%	32%	-2.0%	-3.9%	i
CN(C(=O)COC(=O)c1cccc(F)c1)c1ccccc1	17%	-0.6%	6%	0%	-11%	-4%	0.3%	-0.1%	x
COc1ccc(N(CC(=O)NC2CCCCC2)C(=O)CNC(=O)c2cccs2)cc1	2%	-1.3%	5%	3%	-2%	1%	2.4%	3.7%	x
Cc1nc(-c2ccc(S(=O)(=O)Nc3ccccc3C)cc2)co1	-6%	-0.2%	0%	-3%	-5%	-15%	2.6%	-6.5%	x
CN(C)C(=O)N1CCN(C(=O)c2ccccc2Sc2ccccc2C#N)CC1	-9%	0.0%	6%	0%	3%	0%	-1.1%	-1.9%	i
CC(C)CC1=NC(C(F)(F)F)(C(F)(F)F)c2c(n(CC(C)C)c(=O)[nH]c2=O)N1	20%	0.2%	5%	-1%	4%	15%	-2.2%	-2.5%	i
CCS(=O)(=O)C1=NSC2=NC(=O)/C(=C\c3ccc(OS(=O)(=O)c4ccccc4)c(OC)c3)C(=N)N21	9%	-0.1%	-15%	16%	-21%	-17%	17µM*	-0.9%	x
CC1CCCC(NC(=O)c2ccc3c(c2)NC(=O)CS3)C1C (configuration not stated)	-1%	-0.5%	-23%	46%	-7%	-50%	1.7%	-3.1%	x
Cc1nn(C)cc1-c1csc(N)n1	-2%	-0.2%	-28%	-8%	1%	6%	0.1%	-4.4%	i
Cc1ccccc1NC(=O)c1cc(S(=O)(=O)N2CCOCC2)cn1C	11%	-0.1%	13%	2%	-1%	10%[20 µM]	3.4%	-4.7%	x
Cc1ccccc1CNS(=O)(=O)c1ccc2c(c1)OCCO2	3%	0.2%	-6%	2%	-2%	0%	0.9%	4.8%	i
O=C(c1ccccc1F)N(Cc1cccs1)C1CCS(=O)(=O)C1 (configuration not stated)	10%	-0.2%	-10%	-6%	-2%	-12%	-0.1%	-3.0%	x
COc1cccc(NC(=O)CS(=O)(=O)c2cccc3nsnc23)c1	-24%	0.1%	30%	1%	-2%	-45%	-0.7%	3.9%	x
CC(C)(C)n1nnnc1C(c1ccccn1)N1CCN(C(c2ccccc2)c2ccccc2)CC1 (configuration not stated)	6%	-1.2%	-14%	-6%	1%	13%[20 µM]	-0.8%	x	i
CC(=O)C1=C(C)NC(C)=C(C(C)=O)C1c1ccc(-c2ccccc2Cl)o1	-1%	0.3%	-50%	30%	-6%	4%	0.7%	-1.5%	i
CCCc1cc(=O)oc2cc(OCC(=O)NCCc3c[nH]c4ccc(OC)cc34)ccc12	8%	0.4%	-5%	2%	-5%	-35%[20 µM]	-0.7%	-5.6%	x
CCOC(=O)C(=Cc1ccc(-n2ccnc2)cc1)C(=O)OCC	-44%	-0.9%	46%*	2%	-47%	37%	-0.8%	-6.1%	i
CCn1nc(C)c(C2C(C#N)=C(N)OC3=C2C(=O)CCC3)c1C (configuration not stated)	23%	-0.3%	-7%	-4%	1%	14%	-4.0%	8.1%	i
Cc1cc(F)ccc1Oc1cc(NN2CCCCC2)c([N+](=O)[O-])cc1[N+](=O)[O-]	20%	0.1%	11%	-10%	2%	-71%[20 µM]	-0.2%	-1.8%	x
O=C1NCC(=O)N2C(c3ccccc3)c3[nH]c4ccccc4c3C[C@@H]12 (some centres not stated)	2%	-0.5%	-6%	9%	5%	-34%	-1.0%	0.0%	x
COc1ccccc1CNC(=O)CS(=O)Cc1nc(-c2ccc(OC)c(OC)c2)oc1C (configuration not stated)	14%	0.1%	-23%	-1%	-8%	31%	1.0%	2.5%	x
O=C(Nc1ccc(S(=O)(=O)NCc2ccccc2)cc1)C1CCCCC1	16%	-0.7%	12%	14%	-6%	9%	-0.1%	-1.1%	x
O=C(NCc1ccccc1)C12CC3CC(CC(Br)(C3)C1)C2	2%	-0.4%	-26%	9%	-6%	6%	0.6%	-6.0%	x
Cc1ccc(-c2csc3ncn(/N=C/N(C)C)c(=O)c23)o1	15%	0.2%	-12%	40%	10%	-13%	0.5%	-3.8%	i
COc1ccc(N2CCN(C(=O)CNC(=O)Cc3ccc(Cl)cc3)CC2)cc1	-25%	0.0%	-8%	-1%	1%	0%	-2.1%	1.7%	x

Source: PubChem BioAssay (several laboratories)
